PLC-beta3 inh: PLC-beta3 (human) inhibition, primary screen. Q01970. Purified PLC-beta3, fluorogenic substrate, fluorescence. inhibition, % at 12.2 µM. 370,000 tested, 0.18% active. AID 720704; in the data active = inhibition above about 11%;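 also: 0% = median of compound wells on plate and 100% = full blocker control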
ADAM10 inh: inhibits human ADAM10; O14672; recombinant ADAM10, EDANS/DABCYL FRET peptide cleavage, 3 h; inhibition, % at 7 µM; 370,000 tested, 0.62% active;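 active = inhibition above a per-campaign cutoff equal to the mean of compounds falling between control-based bounds plus 3 SD, cut at about 20% in these data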;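 also: 0% = DMSO wells while the 100% control is not disclosed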
Target sequence (O14672 214-748 limits assumed): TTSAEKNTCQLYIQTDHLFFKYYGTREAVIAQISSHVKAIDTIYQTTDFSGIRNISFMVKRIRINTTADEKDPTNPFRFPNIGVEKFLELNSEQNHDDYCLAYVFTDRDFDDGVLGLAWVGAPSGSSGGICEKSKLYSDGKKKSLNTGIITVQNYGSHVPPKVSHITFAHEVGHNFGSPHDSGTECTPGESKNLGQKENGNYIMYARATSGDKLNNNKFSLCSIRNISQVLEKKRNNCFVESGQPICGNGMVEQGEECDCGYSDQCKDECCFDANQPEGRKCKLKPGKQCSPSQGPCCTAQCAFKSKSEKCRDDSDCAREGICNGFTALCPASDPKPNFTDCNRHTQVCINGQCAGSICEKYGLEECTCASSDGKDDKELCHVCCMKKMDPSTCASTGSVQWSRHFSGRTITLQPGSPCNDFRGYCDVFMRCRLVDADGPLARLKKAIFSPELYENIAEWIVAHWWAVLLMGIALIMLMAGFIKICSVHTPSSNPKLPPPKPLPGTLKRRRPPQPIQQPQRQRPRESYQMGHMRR
HGIII-sPLA2 inh: Blocks human group III sPLA2 activity. Q9NZ20. QFRET BODIPY PC-A2 liposome hydrolysis, fluorescence. inhibition, % at 12.2 µM. 370,000 tested, 0.56% active. AID 743126;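 active = inhibition above mean plus 3 SD of compounds lying within the high and low control bounds, cut at about 19% in these data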;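 also: 0% = median of test compound wells and 100% = no enzyme DMSO wells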
Target sequence (Q9NZ20 whole entry, looked up): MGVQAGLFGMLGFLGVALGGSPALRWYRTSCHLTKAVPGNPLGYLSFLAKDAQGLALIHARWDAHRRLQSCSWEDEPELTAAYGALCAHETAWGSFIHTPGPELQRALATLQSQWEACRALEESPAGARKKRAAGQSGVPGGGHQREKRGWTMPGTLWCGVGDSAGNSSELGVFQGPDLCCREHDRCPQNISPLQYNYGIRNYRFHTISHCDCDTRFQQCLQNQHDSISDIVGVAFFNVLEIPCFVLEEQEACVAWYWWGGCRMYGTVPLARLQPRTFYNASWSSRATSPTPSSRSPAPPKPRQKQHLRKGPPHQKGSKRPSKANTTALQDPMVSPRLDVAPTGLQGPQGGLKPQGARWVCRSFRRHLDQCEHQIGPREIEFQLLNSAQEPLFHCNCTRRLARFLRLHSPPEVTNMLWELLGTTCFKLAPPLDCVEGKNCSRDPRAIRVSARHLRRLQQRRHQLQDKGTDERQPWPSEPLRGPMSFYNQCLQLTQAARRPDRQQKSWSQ
DAX1 inh-1: inhibits human nuclear receptor DAX1; P51843; HEK293 Gal4-DAX1 luciferase reporter, luminescence; inhibition, % at 6.75 µM; 340,000 tested, 0.99% active; AID 504766;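 active = inhibition above the mean over all tested compounds plus 3 SD, cut at about 4.2% in these data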;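 also: 0% = DAX1-transfected cells with DMSO and 100% = empty-vector control cells with DMSO; inhibition shows as a rise in luminescence from relieved DAX1 repression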
FXN GAA850 act: frataxin GAA850 promoter activation; HEK293 lucGAA850 FXN promoter luciferase reporter, 24 h; percent of 10 µM SAHA response; activation, % at 6 µM; 360,000 tested, 0.56% active;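 active = activation above the average of all compounds screened plus 3 SD, cutoff fixed separately per campaign, cut at about 7.5% in these data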;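 also: 0% = DMSO wells and 100% = 10 µM SAHA wells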
hgDAF12 agonist: agonists of H. glycines DAF-12 nuclear receptor; HEK293 GAL4-hgDAF12 UAS-luciferase reporter, agonist luminescence; normalized to butyrate control; 370,000 tested, 1.8% active; activation, % at 6.8 µM;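 active = activation above a cutoff set at the mean of all screened compounds plus 3 SD, cut at about 10% in these data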;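 also: 0% = DMSO wells and 100% = sodium butyrate wells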
PLC-gamma1 inh: blocks human PLC-gamma1 enzyme activity | P19174 | purified PLC-gamma1, fluorogenic substrate, fluorescence | inhibition, % at 12.2 µM | 370,000 tested, 0.84% active; in the data active = inhibition above about 9.5%
ssDAF-12 act: activates DAF-12 receptor from parasite S. stercoralis. 370,000 tested, 1% active. HEK293 ssDAF-12/GRIP1 lit1-tk-luc reporter, luminescence; % of 3 µM dafachronic acid response. activation, % at 6.8 µM;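 active = activation above the mean over all tested compounds plus 3 SD, cut at about 0.9% in these data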;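 also: 0% = DMSO-only wells and 100% = 3 µM delta7-dafachronic acid wells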
hcDAF-12 act: activates DAF-12 receptor from parasite H. contortus; HEK293 hcDAF-12 lit1-tk-luc reporter, luminescence; 0% DMSO, 100% Δ7-dafachronic acid; activation, % at 6.8 µM; 370,000 tested, 1.4% active; AID 652067;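 active = activation above the mean of all tested compounds plus 3 SD, cut at about 5.5% in these data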;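 also: 100% = response to 3 µM Δ7-dafachronic acid high control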
ADAM17 inh: inhibitors of human ADAM17; P78536; recombinant ADAM17, EDANS/DABCYL FRET peptide cleavage; inhibition, % at 6.95 µM; 370,000 tested, 0.83% active; AID 720648;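 active = inhibition above the mean of compounds lying between control limits plus 3 SD, set per campaign, cut at about 8.5% in these data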;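 also: 0% = DMSO-only wells as the low control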
DAX1 inh-2: blocks DAX1 repression of SF-1 activated StAR promoter. inhibition, % at 6.8 µM. HEK293T StAR-luciferase reporter, SF-1/DAX-1 repression relief. AID 652010. 370,000 tested, 1.1% active;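 active = inhibition above the mean over all tested compounds plus 3 SD, cut at about 3.6% in these data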;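 also: 0% = DAX-1 cells with DMSO and 100% = cells lacking DAX-1 with DMSO; higher inhibition means more luminescence from relief of DAX-1 repression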
An asterisk follows results filed as active; i = inactive; nt = no result given. An unsorted share of the library; overall some 6.9% were active at least once.

Order of values: PLC-beta3 inh	ADAM10 inh	HGIII-sPLA2 inh	DAX1 inh-1	FXN GAA850 act	hgDAF12 agonist	PLC-gamma1 inh	ssDAF-12 act	hcDAF-12 act	ADAM17 inh	DAX1 inh-2
- O=C(Nc1ccc(N2CCCC2)cc1)c1cc(Br)ccc1Cl
 : -23	-2	15	0.6	1.7	-0.6	-9	-1.2	-1.6	-6	0.2
- CCn1c(/C=C/Nc2ccccc2)[n+](CC)c2ccc(C(=O)OCC(F)(F)F)cc21
 : 13*	3	-2	1.3	-2.8	-2.8	9	0.0	1.4	3	0.6
- COCCCNc1nc2nonc2nc1N1C[C@H]2CC[C@H]1C2
 : 6	-7	5	-1.1	2.4	0.9	4	-1.0	-1.1	-1	0.9
- COc1cc(/C=N\NC(=O)c2ccc(Cl)cc2)ccc1Oc1ccc([N+](=O)[O-])cn1
 : 0	24*	-5	-0.5	-2.6	-3.0	5	-1.8	-2.5	11*	-0.5
- CCCCCC(=O)Nc1ccc(C(=O)COC(=O)CN2C(=O)NC3(CCCC3)C2=O)cc1
 : -7	6	-7	2.5	1.7	1.9	-3	-1.1	-0.2	2	0.8
- C/C(=N\NC(=O)CNC(=O)c1ccccc1F)c1ccco1
 : -5	5	-3	-1.5	1.9	0.6	4	-0.9	-2.9	0	0.4
- CCOC(=O)C1(Cc2ccc(Cl)cc2)CCN(C(C)Cc2ccc(O)c(OC)c2)CC1 (stereo unspecified)
 : -5	4	-22	-3.9	-5.0	-4.5	1	-1.7	-4.8	0	-1.6
- CS(=O)(=O)N[C@@H]1C[C@@H]2O[C@H](CO)CC[C@@H]2O[C@@H]1CCc1ccc(-c2ccccc2F)cc1
 : 3	6	-19	nt	nt	1.1	3	-2.0	-1.9	1	-0.4
- CC(C)Sc1nnc(Nc2ccccc2)s1
 : 0	10	4	1.3	3.0	7.0	-1	-0.3	2.0	-4	1.7
- CCN(CCNC(=O)C1CCN(c2nnc(-n3cccc3)s2)CC1)c1ccccc1
 : 2	-19	6	-1.1	-1.9	0.1	1	-2.1	-1.6	1	-0.8
- NC(=S)NNc1ccc(Cl)c(Cl)c1
 : -5	3	9	0.7	-2.0	1.5	3	-1.7	1.0	2	-0.7
- COc1ccc(NC(=O)CNc2ccc(C#N)cc2)cc1
 : -1	-1	-5	0.7	3.0	-1.5	1	-0.8	0.1	1	1.1
- CCOC(=O)C1(C)NC(c2ccccc2F)C2C(=O)N(c3cccc(C(C)=O)c3)C(=O)C21 (stereo unspecified)
 : 2	-3	-1	-1.0	-0.2	-0.7	0	-0.7	-0.2	-4	-0.5
- O=C(CC1C=CCC1)Nc1ccccc1 (stereo unspecified)
 : 1	-5	-4	1.2	2.7	5.5	-1	-1.4	0.2	-4	0.7
- CN(CCOc1ccc(Cl)cc1)C(=O)c1ccc(S(=O)(=O)N2CCOCC2)cc1
 : 4	5	-6	-0.9	2.0	-3.5	4	-2.0	-1.0	4	-0.7
- COc1ccc(CNCc2ccc(OC)c3ccccc23)cc1
 : 1	2	-2	-0.1	0.1	2.2	4	-1.5	-3.4	1	-0.4
- Cc1ccsc1C(=O)N1CCN(c2ncccn2)CC1
 : -13	-22	11	-0.4	1.2	-0.7	-2	0.1	-1.2	-8	0.0
- Cc1ccccc1C(=O)NNC(=O)C(=O)Nc1cccc(Cl)c1C
 : -1	7	9	-1.0	-2.0	3.7	1	-1.6	-2.3	0	0.2
- O=[N+]([O-])c1ccc(N2CCN(Cc3ccccc3)CC2)s1
 : 4	12	2	-1.0	1.4	-1.6	4	-1.2	-2.0	4	-0.4
- COc1ccccc1CNC(=O)CCNC(=O)c1ccco1
 : -3	-6	5	0.3	1.4	0.6	1	-1.3	-0.5	-2	0.4
- CCOc1ccc(OCCOC(=O)C2CCN(S(=O)(=O)c3ccc(C)c(C)c3)CC2)cc1
 : -9	0	-14	0.5	1.0	0.7	0	-0.7	-1.1	1	0.8
- CCOC(=O)c1cnc2c(OC)cccc2c1N1CC(C)CC(C)C1 (stereo unspecified)
 : -38	-13	-7	-1.6	-0.3	-2.6	-22	-2.6	-4.4	-5	-0.8
- CC1CC(C)CN(CCCNC(=O)c2ccc(CNS(=O)(=O)c3ccc(F)cc3)cc2)C1 (stereo unspecified)
 : -6	-2	-8	0.7	-2.4	-1.2	0	-1.5	-1.4	-5	-0.2
- C=CC[C@]12CC=CC(=O)[C@@]1(O)O[C@H](c1ccc(OC)c(OC)c1)[C@H]2C
 : 4	-14	-13	-4.2	-5.9	-8.1	0	-2.3	-2.3	-1	-2.9
- C=CCOc1ccc(/C=C\c2nc(O)c([N+](=O)[O-])c(=O)[nH]2)cc1OCC
 : -3	-1	2	3.3	-0.6	0.9	1	-0.5	1.0	-5	0.2
- Cc1ccc(NC(=O)NC(=O)CSc2n[nH]c(N)n2)c(C)c1
 : -6	-9	-10	-2.3	-0.8	-0.7	0	-1.6	-2.1	-4	0.2
- CC(C)C(C(=O)O)N1CCS(=O)(=O)CC1 (stereo unspecified)
 : -1	-3	9	1.3	-0.1	-2.1	0	-1.4	-0.3	-2	-0.3
- CC(=O)N/C(=C\c1ccccc1)C(=O)NCC(=O)O
 : -3	-12	12	-0.7	3.0	-0.9	4	-1.5	-1.0	1	0.1
- O=C(Cn1cnc([N+](=O)[O-])n1)NCc1ccccc1
 : 1	2	-1	2.0	3.9	-1.9	3	-1.6	-0.8	0	-0.3
- O=C(c1cnn(-c2ccc(Cl)cc2)c1)c1ccccc1O
 : -7	-6	-8	0.5	-0.9	19*	-4	1.2*	6.8*	-5	6.1*
- COCC(C)NS(=O)(=O)c1ccc(NC(=O)C(Cc2ccccc2)NC(N)=O)cc1 (stereo unspecified)
 : 1	-4	-2	1.4	-2.2	0.2	3	-0.8	2.3	-4	-0.3
- Cc1cccn2c(=O)nc(SCC(=O)NCc3ccc4c(c3)OCO4)nc12
 : 0	9	0	-1.0	3.1	-0.7	1	-0.3	0.7	-3	0.0
- COc1cccc(OC)c1OC(=O)c1cnccn1
 : -3	0	-3	0.0	1.6	-1.6	2	-0.3	-0.2	0	0.1
- CCOCc1nnc(NC(C)=O)s1
 : 3	-4	-3	-0.8	-2.0	-1.4	1	-0.1	1.8	2	0.5
- CCc1ccc(C(=O)OCC(=O)NCCNC(=O)COC(=O)c2ccc(CC)cc2)cc1
 : -4	-8	2	0.3	-1.4	-0.8	0	-1.0	-1.1	-3	-0.2
- CN(C)c1ccc2c(=O)[nH][nH]c(=O)c2c1
 : -96	-86	0	0.1	0.6	1.2	-89	-1.9	-0.3	-20	0.3
- COC(CNC(=O)c1ccc2nc3ccccc3c(=O)n2c1)OC
 : i	i	-1	0.5	0.0	3.8	i	-0.9	5.7*	-374	0.1
- Nc1c(Cl)cc(C2=NCCn3c2c2ccc([N+](=O)[O-])cc2[n+]3[O-])cc1Cl
 : -44	-4	3	-1.3	0.0	-4.0	-36	-0.4	0.8	0	-1.3
- COc1ccc(OC)c(NC(=O)c2cccc(Cn3cc(Br)c([N+](=O)[O-])n3)c2)c1
 : 6	10	-19	-1.7	5.4	-2.6	3	-1.8	-2.8	5	-1.7
- O=C(NNC(=O)c1cccnc1SCc1cccc([N+](=O)[O-])c1)c1cccnc1
 : 3	-4	-7	0.1	1.7	-1.5	0	-1.7	-2.2	-2	-0.8
- COc1ccc(CCNC(=S)N(C)C)cc1OC
 : -3	-1	-1	nt	0.0	-0.8	1	-0.9	0.4	-2	-0.2
- COc1ccc(-c2sc3ccccc3c2C#CC2(O)CCCCC2)cc1
 : -44	-89	-17	-0.3	2.6	0.4	-28	-1.3	0.3	-23	-0.7
- COc1cccc(/C=N/NC(=O)c2ccc3nc[nH]c3c2)c1O
 : -71	-34	-16	1.3	1.1	2.0	-39	-0.7	-1.8	-12	0.1
- O=C(Nc1cccc(Cl)c1)c1ccc(NCC2CCCO2)c([N+](=O)[O-])c1 (stereo unspecified)
 : -2	-8	1	-0.3	2.5	2.6	-1	-1.5	-1.8	-2	0.3
- CCOc1ccc(-c2nnc3ccc(SCc4ccc(C(=O)OC)o4)nn23)cc1
 : -49	-4	1	-0.4	1.0	-3.3	-30	-2.0	-1.4	-6	-0.7
- O=C(NC1CCCCC1)N1CCC(n2c(=O)[nH]c3ccccc32)CC1
 : 1	-8	-3	2.1	-2.7	0.2	-2	-1.3	-2.3	-4	-1.2
- O=C(CCCCCCC(=O)NCc1ccccc1)NCc1ccccc1
 : -3	13	4	0.6	-0.2	-0.9	3	-1.3	0.9	4	-0.2
- O=C(O)C1CCCCC1C(=O)Nc1ccc(F)c(F)c1 (stereo unspecified)
 : 0	4	2	-0.1	2.2	-0.7	0	-0.2	2.6	0	0.2
- O=C(Nc1nnc([C@H]2C[C@H](O)[C@@H](CO)O2)s1)Nc1ccccc1Oc1ccccc1
 : 1	1	-17	nt	-1.6	4.8	0	-1.4	0.6	-1	0.2
- CC(C)=CC(=O)NCC1CCN(C(=O)C(=O)c2cc3ccccc3o2)CC1
 : 1	-1	0	nt	nt	-0.6	-1	-0.5	-0.1	-1	0.3
- Cc1ccoc1C(=O)NCCNc1ccc(Cl)cc1[N+](=O)[O-]
 : 4	2	-1	-0.3	2.5	2.3	3	-0.9	-2.8	3	-0.2
- CCOc1ccc(CCN2C(=O)C(=O)N([C@@H](Cc3ccccc3)CN3CCC[C@H]3CN3C(=O)C(=O)NC[C@@H]3Cc3ccccc3)C[C@@H]2Cc2ccc(O)cc2)cc1
 : 5	6	-20	nt	nt	0.1	5	-1.0	0.1	1	0.7
- CC(/C=N/NC(=O)c1ccco1)=C\c1ccccc1
 : -1	4	-2	0.8	1.4	18*	1	-0.2	5.5	1	6.0*
- Cc1ccc(C)n1-c1cc([N+](=O)[O-])ccc1-n1ccnc1
 : 7	1	4	nt	1.4	3.8	4	-1.7	-1.9	-5	0.0
- Cc1cc(NC(=O)CSc2nnc(Cn3c(=O)sc4ccccc43)n2-c2ccccc2C)no1
 : 4	8	-5	3.0	1.2	-1.1	-3	-1.3	-3.4	1	-1.0
- COc1ccc(Br)c(C(=O)OCC(=O)NC2CCCCCCC2)c1
 : 1	3	-10	0.7	-0.4	5.5	1	-1.0	0.3	2	-0.8
- CC(C)(C)c1ccc(C(=O)NCC(=O)OCC(=O)Nc2ccc3c(c2)OCCO3)cc1
 : 1	14	-13	-1.0	0.5	1.7	-3	-1.5	-0.7	5	0.5
- CCOC(=O)CCCCC(=O)c1[nH]c(=O)[nH]c1CN1CCOCC1
 : 2	-9	8	-0.1	1.8	9.8	-1	-1.1	-1.1	3	-0.3
- CCc1ccc(C(=O)c2ccccc2C(=O)O)s1
 : -2	-1	0	0.8	0.0	-1.2	3	-1.4	0.4	-4	-0.5
- Cc1ccc2nc(COc3ccc(Cl)cc3)cc(=O)n2c1
 : -15	-18	-5	1.1	6.7	1.0	-11	-1.8	-0.1	-7	2.1
- CC(=O)c1ccc(S(=O)(=O)N(C)CC(=O)NCC2CCCCC2)cc1
 : -3	7	0	0.3	2.1	2.7	4	-0.8	5.5	-2	0.1

From PubChem BioAssay
